Assay outcomes deposited in PubChem by several laboratories.
V1R ag counter: agonists of human V1a receptor, primary screen, counter-screen for OXTR agonist project, fluorescence, CHO-V1R cells | hit rate 0.25% among 320,000 | activation, % at 3 µM | Vasopressin V1a receptor (Homo sapiens), P37288 | AID 2797, 2010 | Fluo-8 calcium fluorescence, agonist mode; 0% DMSO, 100% 3 nM vasopressin;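 active = activation above the mean activation of all tested compounds plus 3 SD, per screening run, cut at about 20% in these data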;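 also: signal is peak over basal fluorescence ratio across a 100 second FLIPR read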
Target sequence (P37288 whole entry, looked up): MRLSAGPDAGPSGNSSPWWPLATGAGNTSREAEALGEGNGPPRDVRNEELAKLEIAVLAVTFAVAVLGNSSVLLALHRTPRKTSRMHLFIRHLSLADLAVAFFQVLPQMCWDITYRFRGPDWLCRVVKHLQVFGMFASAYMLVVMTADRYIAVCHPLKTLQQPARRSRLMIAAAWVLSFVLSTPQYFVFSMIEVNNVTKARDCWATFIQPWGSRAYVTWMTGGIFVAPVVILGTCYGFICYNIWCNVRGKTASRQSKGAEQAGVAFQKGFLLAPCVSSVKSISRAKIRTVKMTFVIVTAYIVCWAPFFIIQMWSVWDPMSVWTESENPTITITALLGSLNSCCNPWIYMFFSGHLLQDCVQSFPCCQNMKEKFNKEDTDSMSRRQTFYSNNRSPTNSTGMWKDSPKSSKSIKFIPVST
VIM-2 inh: VIM-2 metallo-beta-lactamase inhibitors, primary screen, biochemical, epi-absorbance readout, Pseudomonas aeruginosa enzyme. purified VIM-2, nitrocefin hydrolysis, epi-absorbance fluorescence. inhibition, % at 5.6 µM. hit rate 0.89% among 290,000. AID 1527, 2009;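 active = inhibition above the mean of all tested compounds plus 3 SD, cutoff set per screening run, cut at about 7.5% in these data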;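 also: red hydrolysis product quenches plate fluorescence so inhibitors raise well fluorescence; 0% = enzyme with DMSO and 100% = DMSO without enzyme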
GPR7 antag: GPR7 receptor antagonists, primary screen, cell-based, fluorescence, single concentration | Neuropeptides B/W receptor type 1 (Homo sapiens), P48145 | GPR7-expressing cells, fluorescence antagonist assay | inhibition, % at 4.4 µM | hit rate 1.1% among 290,000; in the data active = inhibition above about 16%, passing the limit was not always enough;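 also: cells stimulated with the agonist NPW; 0% = agonist with vehicle and 100% = vehicle without agonist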
GalR3 antagonist: GalR3 antagonists in HEK293 cells, primary screen, cell-based, fluorescence readout; Galanin receptor type 3 (Homo sapiens), O60755; HEK293 GalR3-CNG cAMP membrane potential fluorescence; galR3 body fused to GalR1 C-terminus; inhibition, % at 3 µM; hit rate 0.44% among 360,000; AID 651719, 2012;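 active = inhibition above the screen-wide average plus 3 SD, cut at about 13% in these data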;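 also: forskolin and galanin both at EC90 stimulate the cells; cAMP rise reported by CNG channel membrane potential dye signal; 0% = forskolin plus galanin with DMSO and 100% = forskolin alone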
Target sequence (O60755 1-299 limits assumed): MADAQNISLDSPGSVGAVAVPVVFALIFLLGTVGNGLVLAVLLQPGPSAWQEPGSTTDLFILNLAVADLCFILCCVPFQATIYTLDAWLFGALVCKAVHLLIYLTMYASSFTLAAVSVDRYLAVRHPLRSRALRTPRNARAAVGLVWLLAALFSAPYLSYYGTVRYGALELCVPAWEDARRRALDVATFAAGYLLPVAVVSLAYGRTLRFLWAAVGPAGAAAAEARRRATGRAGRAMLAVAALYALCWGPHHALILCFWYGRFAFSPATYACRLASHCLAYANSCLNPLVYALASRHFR
PHOSPHO1 inh: PubChem AID 1565; Phosphoethanolamine/phosphocholine phosphatase (Homo sapiens), Q8TCT1; recombinant PHOSPHO1, absorbance phosphatase assay; inhibition, % at 13.3 µM; hit rate 1.1% among 290,000; in the data active = inhibition above about 60%
IMP-1 inhibitor: IMP-1 metallo-beta-lactamase inhibitors, primary screen, biochemical, epi-absorbance readout, Pseudomonas aeruginosa enzyme; AID 1556, 2009; purified IMP-1, nitrocefin hydrolysis, epi-absorbance fluorescence; metallo-beta-lactamase IMP-1 (Pseudomonas aeruginosa); hit rate 0.45% among 290,000; inhibition, % at 5.6 µM;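 active = inhibition above the mean plus 3 SD of all compounds in the same screening run, cut at about 4.5% in these data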;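 also: 0% = IMP-1 with DMSO and 100% = DMSO wells lacking enzyme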
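System: purified IMP-1; amount: IMP-1 0.2 nM before substrate addition; compound: single dose, 5.6 µM; times: 25 °C, 15 min preincubation, 25 min reaction; signal: Epi-absorbance via hydrolysed-nitrocefin quenching of white-plate fluorescence, 480/530 nm, EDTA stop; benchmarks: DMSO with and without IMP-1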
FID counter: compounds displacing fluorescent DNA intercalator, primary screen, artefact control for HCV NS3 helicase inhibitor project, biochemical, FID fluorescence; DNA fluorescent intercalator displacement; inhibition, % at 7.9 µM; hit rate 0.17% among 290,000; AID 1845, 2009; in the data active = inhibition above about 37%;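 also: 0% = vehicle and 100% = reference compound; higher means more ethidium bromide displaced from hairpin DNA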
OXTR agonist: human OXTR agonists, primary screen, fluorescence, CHO-OTR cells, Fluo-8 calcium. Oxytocin receptor (Homo sapiens), P30559. Fluo-8 calcium fluorescence; normalized: DMSO 0%, oxytocin 100%. activation, % at 3 µM. hit rate 0.32% among 320,000. AID 2435, 2010;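 active = activation above the mean of all tested compounds plus 3 SD, cutoff set per screening run, cut at about 20% in these data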;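 also: peak over basal fluorescence ratio from a 100 s FLIPR kinetic read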
Target sequence (P30559 whole entry, looked up): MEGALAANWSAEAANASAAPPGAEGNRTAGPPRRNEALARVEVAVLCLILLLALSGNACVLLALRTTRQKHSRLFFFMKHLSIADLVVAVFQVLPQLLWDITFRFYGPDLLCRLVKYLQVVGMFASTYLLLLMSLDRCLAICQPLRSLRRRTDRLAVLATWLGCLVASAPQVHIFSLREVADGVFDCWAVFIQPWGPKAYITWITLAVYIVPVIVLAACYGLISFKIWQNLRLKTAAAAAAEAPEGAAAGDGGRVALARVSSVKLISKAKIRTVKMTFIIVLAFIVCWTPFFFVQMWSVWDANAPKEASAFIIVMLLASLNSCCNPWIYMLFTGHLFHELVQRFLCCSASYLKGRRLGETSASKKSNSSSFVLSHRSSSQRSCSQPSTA
NS3 helicase inh: inhibitors of HCV NS3 helicase, primary screen, biochemical, Cy5 molecular beacon fluorescence | NS3 helicase DNA unwinding | inhibition, % at 10.9 µM | hit rate 0.56% among 290,000 | AID 1800, 2009;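 active = inhibition above the mean of all tested compounds plus 3 SD, set per campaign, cut at about 35% in these data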;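 also: 0% = DMSO wells and 100% = thioflavine S control wells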
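test system = hepatitis C virus NS3 helicase domain fragment enzyme | reagent = annealed dual-labelled DNA beacon duplex, ATP-started | times = 1 h at 25 °C | detection = Cy5 fluorescence, 0 and 60 min reads | read-out basis = percent inhibition from t60/t0 fluorescence ratio | control set = DMSO and thioflavine S | replication = one well per compound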
Numbers without * were called inactive; x = no result given.

The opening 3 entries as a preview:
SMILES | V1R ag counter | VIM-2 inh | GPR7 antag | GalR3 antagonist | PHOSPHO1 inh | IMP-1 inhibitor | FID counter | OXTR agonist | NS3 helicase inh
Cc1c(/C=C/C(=O)c2ccc(C(C)C)cc2)cnn1C | 3.8 | -1.1 | -14 | -4 | -19 | -1.5 | -24 | 3.9 | 8
O=C(CSc1ccc(Cl)cc1)Nc1ccc(N2CCN(C(=O)c3ccco3)CC2)cc1 | 8.4 | -1.7 | 8 | -5 | 14 | -0.1 | -3 | 7.9 | -2
COCCn1c(N)c(S(=O)(=O)c2cccs2)c2nc3ccccc3nc21 | 2.9 | -0.2 | 6 | -7 | -18 | -2.7 | -9 | 2.3 | 5

The listing, from the start:
SMILES | V1R ag counter | VIM-2 inh | GPR7 antag | GalR3 antagonist | PHOSPHO1 inh | IMP-1 inhibitor | FID counter | OXTR agonist | NS3 helicase inh
Cc1c(/C=C/C(=O)c2ccc(C(C)C)cc2)cnn1C | 3.8 | -1.1 | -14 | -4 | -19 | -1.5 | -24 | 3.9 | 8
O=C(CSc1ccc(Cl)cc1)Nc1ccc(N2CCN(C(=O)c3ccco3)CC2)cc1 | 8.4 | -1.7 | 8 | -5 | 14 | -0.1 | -3 | 7.9 | -2
COCCn1c(N)c(S(=O)(=O)c2cccs2)c2nc3ccccc3nc21 | 2.9 | -0.2 | 6 | -7 | -18 | -2.7 | -9 | 2.3 | 5
O=C(CC(C(=O)N1CCc2ccccc21)n1ccnc1)NCc1cccnc1 (stereo not given) | 0.4 | -2.9 | -16 | -4 | 2 | -3.2 | -4 | -0.8 | 6
CCCCCC(=O)NNC(=S)NC(=O)c1ccccc1[N+](=O)[O-] | -0.3 | -2.1 | -20 | 0 | -92 | -4.9 | -13 | -0.2 | 2
COc1ccc(N(Cc2cc3ccccc3[nH]c2=O)C(=O)C2CCCO2)cc1 (stereo not given) | 0.5 | 0.7 | 4 | -3 | 17 | -2.0 | -26 | -0.2 | -3
CCN(CC)S(=O)(=O)c1ccc(Cl)c(C(=O)Oc2cccc(-c3cnc4ccccc4n3)c2)c1 | 0.3 | -2.4 | -13 | -4 | 7 | -0.7 | -1 | -0.4 | 5
CCCOc1ccc(N2C(=O)CC(N(CCC)C(=O)CCC(=O)O)C2=O)cc1 (stereo not given) | 0.2 | -0.3 | -5 | -3 | 39 | -3.6 | -8 | -0.5 | 2
Cc1ccc(-n2c(SCC(=O)Nc3ccc4c(c3)OCO4)nnc2-c2ccoc2C)cc1 | -1.4 | 0.7 | 1 | 0 | 27 | -2.0 | -4 | -2.3 | 3
C/C(=N\NC(=O)c1c(C)nc2ccccn12)c1ccc(N2CCOCC2)cc1 | 1.0 | -0.1 | -4 | -3 | 44 | -1.6 | -3 | -0.6 | 5
CCCOc1ccc(C(=O)CCN2CCCCC2)cc1 | 0.7 | -3.5 | -12 | -1 | -4 | -3.6 | 1 | 0.2 | -2
C/C(=N/NS(=O)(=O)c1ccc(F)cc1)c1ccncc1 | 0.6 | -2.7 | -16 | 1 | -2 | -2.3 | -2 | 0.7 | 4
COc1ccccc1NC(=O)c1ccc(NC(=O)COC(=O)C2CCCO2)cc1 (stereo not given) | x | -2.2 | -7 | x | -49 | -1.5 | -11 | x | 13
CCc1c(C)c(C#N)c2nc3ccccc3n2c1NCC1CCCO1 (stereo not given) | 0.5 | 7.8* | -16 | -4 | -7 | -1.0 | -22 | -2.7 | -3
CCc1ccc(NC(=O)CSc2nc3c(c(=O)n(C)c(=O)n3C)n2C)cc1 | 0.6 | 0.0 | -14 | -1 | -9 | -2.6 | -7 | 0.8 | 7
CS(=O)(=O)N1CCN(c2ccccc2NC(=O)c2ccc(-c3ccc(Cl)cc3Cl)o2)CC1 | -1.2 | 0.9 | 2 | -5 | 0 | -1.5 | -10 | 0.5 | -4
CC1=CC2(C#N)C3(N=C(N)C2(C#N)C(c2ccccc2)N1)OCCO3 (stereo not given) | x | 0.1 | -10 | 5 | 2 | -0.9 | 0 | x | -3
CN(C)c1cc(-c2ccc(Cl)cc2)oc(=O)c1Cl | -2.2 | 0.6 | -13 | -2 | -28 | -1.0 | -8 | -3.4 | -2
O=C(CNC(=O)c1cc2c(s1)CCC2)Nc1ccccc1Br | -0.5 | -3.2 | 4 | -4 | 17 | -3.2 | -10 | -0.4 | 9
Cc1ccc(Nc2ncc(C(=O)NCCCN3CCN(C)CC3)c3ccccc23)cc1Cl | -1.4 | -1.1 | -6 | -4 | 32 | -1.9 | 19 | 0.2 | -20

Records listed so far marked active in VIM-2 inh:
molecule	VIM-2 inh	GPR7 antag	GalR3 antagonist	PHOSPHO1 inh	IMP-1 inhibitor	NS3 helicase inh
CCc1c(C)c(C#N)c2nc3ccccc3n2c1NCC1CCCO1 (stereo not given)	7.8*	-16	-4	-7	-1.0	-3

Next section:
SMILES | V1R ag counter | VIM-2 inh | GPR7 antag | GalR3 antagonist | PHOSPHO1 inh | IMP-1 inhibitor | FID counter | OXTR agonist | NS3 helicase inh
COc1ccccc1-n1cnc2c(c1=O)c1nc3ccccc3nc1n2-c1ccc(C)c(C)c1 | x | -4.3 | -11 | -5 | 11 | -2.6 | 0 | x | 1
CC1Cc2ccccc2N1C1=NS(=O)(=O)c2ccccc21 (stereo not given) | 2.0 | -1.8 | -11 | -5 | 4 | -3.6 | 0 | 2.2 | 4
CC(C)C(=O)N1CCC(n2nccc2NC(=O)CCOc2ccccc2)CC1 | x | 1.2 | -4 | -4 | 41 | 0.3 | -12 | x | -3
COc1cccc(NC(=O)N[C@@H](Cc2ccccc2)C(=O)O)c1 | 0.4 | -6.2 | -4 | 1 | 6 | -7.1 | -8 | 0.3 | -2
N/C(=N\NC(=O)c1cccc(F)c1)c1cc2ccccc2oc1=O | -0.5 | -2.4 | -6 | 2 | 1 | 0.0 | -4 | -1.1 | -3
Fc1cccc(Nc2nc3ccccc3n3nnnc23)c1 | -1.0 | -2.9 | -4 | 6 | -11 | -2.0 | -2 | -1.3 | 5
Cc1ccc2cc(CN(Cc3ccc(F)cc3)Cc3nnnn3C3CCCC3)c(=O)[nH]c2c1 | -0.8 | -2.4 | -16 | -10 | 20 | -1.8 | -5 | -1.3 | 1
Cc1ccc(C(=O)Nc2c(C(=O)N3CCOCC3)cnn2-c2ccccc2)cc1 | 0.8 | -1.9 | 7 | -1 | -3 | -3.0 | -12 | 0.5 | 8
C=CCn1c(-c2ccccc2)ccc(C#N)c1=O | -0.4 | 0.0 | 3 | 0 | -1 | -0.9 | -3 | -2.0 | -4
CN(c1ccccc1)c1ccc(/C=c2\s/c(=C(/C#N)C(=O)C(C)(C)C)n(Cc3ccco3)c2=O)cc1 | 28* | -3.0 | 13 | x | 8 | -3.1 | -12 | 20* | 37*
CC(=O)N1CCCc2cc(S(=O)(=O)Nc3cccc(C)c3C)ccc21 | 6.8 | -4.4 | -1 | -8 | 18 | -4.3 | -33 | 4.6 | -1
CCOc1ccc(-c2cc(C(=O)O)c3ccccc3n2)c(OCC)c1 | 0.2 | -0.9 | -12 | -3 | -15 | -3.1 | -6 | 0.1 | 4
CCOc1ccccc1N1C(=O)CC(Sc2ncccc2C(=O)O)C1=O (stereo not given) | 0.0 | -1.7 | -6 | -5 | -7 | 1.5 | 1 | -0.4 | -6
CCOC(=O)N1CCC(N(CCN(C)C)C(=S)Nc2cc(Cl)cc(Cl)c2)CC1 | 0.9 | -1.9 | -14 | -5 | 7 | -1.6 | 4 | -0.4 | 3
O=C(C1CCCN(Cc2ccccc2C(F)(F)F)C1)N1CCCCC1 (stereo not given) | 0.7 | -0.7 | 11 | 0 | 41 | -1.2 | 5 | 5.6 | -7
Cc1nc(-c2ccccc2)sc1-c1ccnn1C | -0.2 | -3.2 | 8 | -6 | 28 | -2.2 | -3 | -0.9 | 11
CCN(CC)CCCNC(=O)CNC(=O)c1nn(-c2ccc(OC)c(OC)c2)c(=O)c2ccccc12 | 1.3 | 1.1 | -5 | -11 | 5 | -0.8 | 3 | 1.7 | 6
Cc1cc(OC(=O)c2cc(Br)ccc2Cl)c([N+](=O)[O-])c(=O)[nH]1 | 0.3 | -0.3 | -14 | 2 | 25 | -2.5 | -1 | 0.5 | -13
N/C(=N\OC(=O)c1ccccc1Cl)c1cccnc1 | 0.9 | -0.2 | -12 | -3 | -10 | -2.2 | -2 | -0.7 | -4
CC(=O)c1c(C)nc(C)nc1NC(=O)C(C)C | 0.8 | -6.4 | -17 | -4 | -17 | -1.0 | -1 | 0.7 | 0

Profiles, quoted from the list. Values in the order: V1R ag counter | VIM-2 inh | GPR7 antag | GalR3 antagonist | PHOSPHO1 inh | IMP-1 inhibitor | FID counter | OXTR agonist | NS3 helicase inh
Cc1ccc(C(=O)Nc2c(C(=O)N3CCOCC3)cnn2-c2ccccc2)cc1 across the screens: 0.8 | -1.9 | 7 | -1 | -3 | -3.0 | -12 | 0.5 | 8
Cc1cc(OC(=O)c2cc(Br)ccc2Cl)c([N+](=O)[O-])c(=O)[nH]1 across the screens: 0.3 | -0.3 | -14 | 2 | 25 | -2.5 | -1 | 0.5 | -13

The list continues:
SMILES | V1R ag counter | VIM-2 inh | GPR7 antag | GalR3 antagonist | PHOSPHO1 inh | IMP-1 inhibitor | FID counter | OXTR agonist | NS3 helicase inh
O=C(O)COc1ccccc1/C=N/Nc1ccc(S(=O)(=O)N2CCOCC2)cc1[N+](=O)[O-] | 0.6 | -2.8 | -11 | -1 | -5 | -1.5 | -10 | -0.2 | 10
COc1ccccc1-c1nc2cc(Cl)ccc2c(=O)n1O | -0.1 | -4.2 | -5 | -1 | 20 | -4.5 | -8 | 0.0 | 3
Cn1c(NC(=O)c2ccc(S(=O)(=O)N3CCOCC3)cc2)cc(=O)n(C)c1=O | 0.2 | -4.3 | -6 | -4 | 10 | -4.2 | -1 | 0.2 | 0
O=C(CCCc1nc(-c2ccc(Cl)cc2)no1)NCC1CCCO1 (stereo not given) | 12 | -1.5 | 0 | -8 | 36 | -1.8 | -23 | 7.2 | -1
CNc1nc(SC)nc2ccccc12 | -0.3 | 5.5 | -10 | 0 | -5 | 0.6 | 8 | -0.2 | 6
CSCC(C)N1CCC(n2nccc2NC(=O)CCOc2ccccc2)CC1 (stereo not given) | 0.1 | -4.5 | 8 | -3 | 51 | -4.4 | 1 | -0.8 | 9
CC(=O)c1cc2c(cc1NS(=O)(=O)c1ccccc1)OCO2 | 0.7 | -6.0 | 8 | -5 | -7 | -6.9 | -1 | 0.9 | 8
CC(=O)NS(=O)(=O)c1ccc(NS(=O)(=O)c2ccc3ccccc3c2)cc1 | 0.2 | -2.9 | -13 | -11 | 31 | -1.4 | -6 | 4.2 | 2
